# Bioassay records: PubChem BioAssay, Broad Institute
# LGR2 antag = inhibitors of bursicon-induced LGR2 CRE-luciferase signal, primary screen, cell-based, HEK293, CRE-luciferase reporter, bursicon stimulation; Drosophila bursicon receptor LGR2 (rickets); bursicon-stimulated, 4 h; inhibition, % at 9.99 µM; hit rate 0.35% among 380,000; AID 720647, 2013;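 active = drop in luminescence signal, shown as inhibition above about 50% in the replicate tests, limit read from the data, passing the limit was not always enough; inconclusive = probably only some replicates passing the limit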;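 also: agonist challenge used bursicon conditioned medium at about half maximal strength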
# S100A4 inh HTS = inhibitors of S100A4-myosin IIA peptide binding, primary screen, biochemical, fluorescence polarization, TAMRA-MyoIIA peptide | Protein S100-A4 (Homo sapiens), P26447 | inhibition, % at 10.7 µM | hit rate 0.14% among 360,000 | AID 652163, 2013;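 active = mean inhibition of at least 70% across replicates, with every replicate also reaching that level; inconclusive = mean inhibition reaches 70% but some replicates fall short; inactive = mean inhibition below 70%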
# Target sequence (P26447 whole entry, looked up): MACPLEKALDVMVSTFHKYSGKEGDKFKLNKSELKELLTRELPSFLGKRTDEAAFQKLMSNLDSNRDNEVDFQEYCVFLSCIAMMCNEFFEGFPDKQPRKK
#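 Material: S100A4 monomer (human). Medium: Calcium-containing HEPES buffer, pH 7.2. Probe or stimulus: labelled myosin peptide probe, 5 nM. Compound dosing: one concentration per compound. Timing: polarization read 5 min after assay mix addition, stable 5–60 min. Benchmarks: DMSO as neutral control, TFP as positive control.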
# ERAP1 HTS inh = human ERAP1 aminopeptidase inhibitors, primary screen, biochemical, single point, plate reader | Endoplasmic reticulum aminopeptidase 1 (Homo sapiens), Q9NZ08 | recombinant ERAP1, Leu-AMC fluorescence, 60 min | inhibition, % at 10.7 µM | hit rate 0.15% among 340,000 | AID 652197, 2013;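 active = mean replicate inhibition of at least 30%, or all replicates individually reaching that 30% level; inactive = mean below 30% and not every replicate reaching it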;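 also: 0% = neutral control wells and 100% = L-leucinethiol positive control wells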
# Target sequence (Q9NZ08 whole entry, looked up): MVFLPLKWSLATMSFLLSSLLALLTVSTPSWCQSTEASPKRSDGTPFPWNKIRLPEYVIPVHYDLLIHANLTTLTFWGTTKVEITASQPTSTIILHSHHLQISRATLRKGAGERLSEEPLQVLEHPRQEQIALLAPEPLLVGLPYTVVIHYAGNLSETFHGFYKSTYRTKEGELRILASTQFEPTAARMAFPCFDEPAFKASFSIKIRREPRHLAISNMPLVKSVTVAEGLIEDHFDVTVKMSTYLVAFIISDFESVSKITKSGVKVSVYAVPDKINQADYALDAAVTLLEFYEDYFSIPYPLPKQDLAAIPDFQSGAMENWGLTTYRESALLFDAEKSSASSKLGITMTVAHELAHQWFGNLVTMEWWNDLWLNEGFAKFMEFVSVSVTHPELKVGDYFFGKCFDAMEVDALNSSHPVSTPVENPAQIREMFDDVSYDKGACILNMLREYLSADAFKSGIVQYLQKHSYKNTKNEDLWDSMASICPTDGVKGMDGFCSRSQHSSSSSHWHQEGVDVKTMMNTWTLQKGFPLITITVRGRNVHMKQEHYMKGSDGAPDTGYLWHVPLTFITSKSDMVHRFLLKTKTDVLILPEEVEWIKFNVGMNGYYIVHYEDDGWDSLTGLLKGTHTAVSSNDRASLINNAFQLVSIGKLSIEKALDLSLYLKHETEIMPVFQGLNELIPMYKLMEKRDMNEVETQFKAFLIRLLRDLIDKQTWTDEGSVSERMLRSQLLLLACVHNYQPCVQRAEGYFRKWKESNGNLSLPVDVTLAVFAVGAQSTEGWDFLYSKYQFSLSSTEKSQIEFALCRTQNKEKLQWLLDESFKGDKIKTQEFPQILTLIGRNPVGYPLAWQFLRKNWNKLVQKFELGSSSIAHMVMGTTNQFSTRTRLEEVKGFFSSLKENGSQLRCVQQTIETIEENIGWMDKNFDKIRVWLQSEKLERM
# FN deposition inh = inhibitors of fibronectin matrix deposition, primary screen, AH1F cells, Alexa488-fibronectin fluorescence, plate reader. AH1F fibroblasts, overnight. inhibition, % at 12.6 µM. hit rate 0.086% among 350,000. AID 743247, 2014;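 active = mean inhibition across replicates of 30% or more, regardless of how many single replicates reach that level; inconclusive = mean under 30% yet at least half of replicates reach 30%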;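 also: positive control wells lacked labelled fibronectin entirely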
#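 Material: AH1F fibroblast monolayer depositing Alexa488-labelled fibronectin into matrix / Amount: 10000 AH1F cells per well / Signal: fluorescence 485/525 nm / Medium: DMEM, 2% serum / Compound: single dose, pinned / Incubation: 1 h cell adhesion before compound, then overnight fibronectin incubation / Reagent: Alexa488-FN, 24 nM final / Read-out: inhibition of fibronectin deposition signal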
# PGC1a acetyl inh = inhibitors of PGC1a acetylation signal, primary screen, cell-based, U2OS, AlphaScreen, inhibitor mode; AlphaScreen anti-acetyl-lysine; with virally co-expressed GCN5 acetyltransferase; inhibition, % at 15.6 µM; hit rate 0.17% among 350,000;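 active = every replicate shows inhibition of at least 40%; inconclusive = mean inhibition at least 40% but some replicate below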;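 also: 0% = neutral control wells and 100% = positive control wells; some results beyond the cut were filed as inactive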
# PAX8 reporter = inhibitors of PAX8-driven TPO luciferase reporter, primary screen, RMG-I cells, single concentration; SteadyGlo, 24 h; inhibition, % at 12.6 µM; hit rate 1.2% among 360,000;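 active = mean replicate inhibition at least 60% with every replicate also reaching 60%; inconclusive = only one of the two criteria is met; inactive = mean below 60% and not all replicates reaching 60%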;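 also: luciferase light reporting Pax8 driven TPO promoter activity; plate controls were median of neutral control wells for no effect and mitoxantrone controls for full effect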
# PglD inh = C. jejuni PglD acetyltransferase inhibitors, primary screen, biochemical, DTNB colorimetric, single point; UDP-N-acetylbacillosamine N-acetyltransferase PglD (Campylobacter jejuni); inhibition, % at 12.5 µM; AID 602405, 2012; hit rate 0.098% among 360,000; purified PglD enzyme, DTNB colorimetric CoA detection; in the data active = inhibition above about 16%, passing the limit was not always enough; inconclusive = no clear call, values can overlap the other calls; also: strong numbers were not always called active
# EWS-Fli block = EWS/Fli-driven NR0B1 reporter inhibitors, primary screen, A673 cells, NR0B1 luciferase, luminescence, MLPCN library. hit rate 0.67% among 350,000. inhibition, % at 12.6 µM. viability-normalised;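 active = mean inhibition of at least 50% after viability correction, with every replicate also passing that limit; inconclusive = mean reaches 50% but only one of two replicates passes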;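 also: firefly luciferase signal divided by Alamar Blue viability fluorescence both relative to DMSO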
# * marks the source's active call; other numbers are inactive results; ? = inconclusive; · = not tested or not shown.
# Start of the listing, in advance, two compounds:
SMILES,LGR2 antag,S100A4 inh HTS,ERAP1 HTS inh,FN deposition inh,PGC1a acetyl inh,PAX8 reporter,PglD inh,EWS-Fli block
C=CCc1c(C)nc2c(C(=O)O)cnn2c1C,-5,10,1,·,6,·,·,10
CO[C@@H]1CN(C)C(=O)c2cc(NC(=O)Nc3ccccc3F)ccc2OC[C@@H](C)N(CC2CC2)C[C@H]1C,8,1,1,-1,13,8,-4,0

# The listing, previewed entries included:
SMILES,LGR2 antag,S100A4 inh HTS,ERAP1 HTS inh,FN deposition inh,PGC1a acetyl inh,PAX8 reporter,PglD inh,EWS-Fli block
C=CCc1c(C)nc2c(C(=O)O)cnn2c1C,-5,10,1,·,6,·,·,10
CO[C@@H]1CN(C)C(=O)c2cc(NC(=O)Nc3ccccc3F)ccc2OC[C@@H](C)N(CC2CC2)C[C@H]1C,8,1,1,-1,13,8,-4,0
CN(C)C(=O)[C@@]1(Cc2ccccc2CN=[N+]=[N-])COC(c2ccc(OCCCO)cc2)=N1,·,11,-1,·,·,8,-5,11
C[C@@H]1CN([C@H](C)CO)S(=O)(=O)c2ccc(-c3cccc(C#N)c3)cc2O[C@@H]1CN(C)C(=O)Nc1cc(F)ccc1F,-6,4,-1,·,4,26,-1,11
COc1ccccc1NC(=O)N1CCCCN2[C@H](CO)[C@H](c3ccc(-c4ccccc4)cc3)[C@@H]2C1,·,-7,-2,·,8,1,2,-6
CCOC(=O)CNC(=O)N1CCC(CCC(=O)N(C)Cc2ccccc2)CC1,2,2,-1,2,-7,10,0,14
Cn1c(SCC(=O)N2CCCCCC2)nc2c(c1=O)SCC2,0,4,3,0,·,28,-1,6
O=c1c(-c2ccccc2)nc2ccccc2n1C(c1ccccn1)c1nc2ccccc2[nH]1 (centres undefined),-23,-11,·,-4,·,-24,·,-29
O=C(C[C@@H]1C/C=C\C[C@H](Cc2ccc(F)cc2)C(=O)OC[C@@H](Cc2c[nH]c3ccccc23)NC1=O)NCCO,-4,-3,-3,-15,3,-3,-2,-3
O=C(N/N=C/c1cc(O)ccc1[N+](=O)[O-])c1ccc2c(c1)OCCO2,-3,-1,3,-2,-5,-47,-4,-42
Cc1cc(OCC(=O)N2CCN(c3ccccc3)CC2)c2c(C)cc(=O)oc2c1,2,-2,-1,-26,11,0,8,·
Cn1c(Cn2c(=O)sc3ccccc32)nnc1SCC(N)=O,-11,-1,·,18,3,-3,2,-6
COc1cccc(S(=O)(=O)N(C)C[C@@H]2Oc3ncc(C#CCN(C)C)cc3C(=O)N([C@@H](C)CO)C[C@H]2C)c1,6,-2,-1,·,-3,·,0,-2
COc1cccc(CC(=O)OCC(=O)NC2CCCC2)c1,-5,-2,-1,-21,·,-6,4,4
COc1cc(NC(=O)CCNC(=O)N2CC(=O)Nc3ccccc32)cc(OC)c1OC,4,11,-2,2,4,8,4,-1
C[C@@H]1CN([C@@H](C)CO)C(=O)c2cccc(NS(=O)(=O)c3cn(C)cn3)c2O[C@H]1CN(C)C(=O)Nc1ccc2c(c1)OCO2,-2,0,3,·,-5,·,-1,-109
[O-]c1c[n+](-c2ccccc2)no1,8,0,-6,-4,·,-5,·,-8
CCCOc1ccc(C(O)(CCC)CCN2CCCCC2)cc1 (centres undefined),-2,-2,1,·,·,·,1,·
Cc1ccc(S(=O)(=O)N(CC(=O)N2CCC(C)CC2)c2ccccc2)cc1,2,-4,1,6,-6,3,·,-6
CCC(C(=O)Nc1cc(Cl)ccc1OC)c1ccccc1 (centres undefined),·,3,-2,0,-7,-9,·,8
COC(=O)c1c(-c2ccc(OC)c(OC)c2)csc1N,·,-24,5,-6,-2,0,-1,·
COc1ccc(N(CC(=O)NCc2ccc(Cl)cc2)S(=O)(=O)c2c(C)nn(C)c2C)cc1,10,1,3,1,-4,-6,-4,5
N#Cc1cccc(-c2csc(C(O)c3ccco3)n2)c1 (centres undefined),-12,-3,8,-2,11,-22,3,-7
COC(=O)c1ccc(CSc2nnc(CS(=O)Cc3ccc(Br)cc3)n2-c2ccccc2)cc1 (centres undefined),15,1,-2,3,11,-3,2,-2
CCc1ccc(NC(=O)C2CCN(c3ncnc4c3nc3n4CCCCC3)CC2)cc1,6,-1,-3,-5,13,18,-3,·
COCCn1c(SCC(=O)Nc2ccc(OC)cc2OC)nc2ccccc2c1=O,7,-1,-2,2,0,9,4,-1
Cc1c(C(=O)N2CCOCC2)c(S(=O)(=O)Nc2cccc(F)c2)c(C)n1C,9,19,-4,-7,1,-11,-9,·
CC(NC1c2ccccc2-c2ccccc21)c1ccccc1 (centres undefined),-6,-3,-1,0,?,16,2,0
COc1ccccc1N(CC(O)CN1CCCCC1)S(=O)(=O)c1ccc(C)cc1 (centres undefined),-8,-15,-6,1,-7,-4,-3,-4
COc1ccc(CN(C(=O)c2snc(C(N)=O)c2N)C(C(=O)NC2CCCC2)c2cc(OC)ccc2OC)cc1 (centres undefined),-3,-7,1,1,·,-8,·,5
O=C(C[C@@H]1CC[C@H]2[C@@H](COC[C@H](O)CN2C(=O)Nc2cccc(Cl)c2)O1)N1CCCCC1,-8,-2,-12,-1,0,-3,1,-9
O=C(CN1C(=O)NC(c2ccccc2)(c2ccccc2)C1=O)NCc1ccc(F)cc1,6,1,0,-1,2,4,8,4
C[C@@H]1CN([C@@H](C)CO)C(=O)CCCn2nncc2CO[C@H]1CN(C)C(=O)Nc1cccc(C(F)(F)F)c1,5,5,2,10,7,-4,0,2
CCC/C=C1/CCCOC(C(=O)NCc2ccc(S(C)(=O)=O)cc2)(C(F)(F)F)C1 (centres undefined),3,1,-2,10,·,-7,2,-2
Cc1cc(C(=O)COC(=O)c2ccc(NC(=O)CC#N)cc2)c(C)n1-c1ccc(OC(F)F)cc1,9,-8,4,0,4,·,·,3
CC(C)[C@H](NC(=O)NCCc1ccc(Cl)cc1)C(=O)O,-2,50,1,·,-3,·,-3,0
CC1=C(C(=O)N2CCOCC2)CC(CC(=O)NC2CCCC2)C(=O)N1Cc1ccccc1 (centres undefined),-2,4,·,3,3,-14,-2,3
C[C@@H]1CN([C@@H](C)CO)C(=O)c2cc(C#Cc3ccccc3F)cnc2O[C@H]1CN(C)C(=O)Cc1cccnc1,3,2,0,·,4,·,7,5
Clc1cccc(OCc2nc(-c3ccncc3)n[nH]2)c1,12,-1,-1,6,·,20,·,0
NS(=O)(=O)c1ccc(CCNC(=O)c2cc([N+](=O)[O-])ccc2N2CCOCC2)cc1,5,-22,5,6,·,3,3,2

# An excerpt from above in order of their number in S100A4 inh HTS, largest number first.
mol,S100A4 inh HTS
CC(C)[C@H](NC(=O)NCCc1ccc(Cl)cc1)C(=O)O,50
CC1=C(C(=O)N2CCOCC2)CC(CC(=O)NC2CCCC2)C(=O)N1Cc1ccccc1 (centres undefined),4
COc1ccccc1N(CC(O)CN1CCCCC1)S(=O)(=O)c1ccc(C)cc1 (centres undefined),-15

# (list continues)
SMILES,LGR2 antag,S100A4 inh HTS,ERAP1 HTS inh,FN deposition inh,PGC1a acetyl inh,PAX8 reporter,PglD inh,EWS-Fli block
COc1ccc(C(C)(C)C)cc1NC(=O)Nc1ccc2c(c1)OCO2,·,·,·,-1,1,-2,1,·
CC(=O)Nc1ccc(OC(F)(F)Cl)cc1,16,5,-1,-6,·,8,·,6
CN(C)c1ccc2c(O)cc(=O)n(C)c2c1,8,·,·,1,0,·,-6,·
C[C@@H]1CN([C@H](C)CO)S(=O)(=O)c2ccc(-c3cccc(C#N)c3)cc2O[C@H]1CN(C)C(=O)c1ccncc1,11,-1,1,·,6,-11,-1,-10
Cc1cc(C)n2nc(CNS(=O)(=O)c3ccc([N+](=O)[O-])cc3)nc2n1,0,10,0,19,0,19,5,-1
O=C(NNS(=O)(=O)c1ccccc1[N+](=O)[O-])c1ccc(F)cc1,21,0,1,20,·,12,·,34
CN(C(=O)c1cccc(NC(=O)Cc2ccc(NC(=O)C3CCCN(C(=O)c4ccccc4)C3)cc2)c1)C1CCCC1 (centres undefined),32,-3,-3,8,2,5,-1,8
C[C@H](CO)N1C[C@H](C)[C@@H](CN(C)Cc2ccccn2)Oc2ncc(C#C[C@@H](C)O)cc2C1=O,3,-7,0,·,-3,·,2,-1
Cc1c(O)ccc(C(=O)CN2CCN(c3ccccc3)CC2)c1O,-2,-7,-1,8,-5,19,5,·
COc1ccc(C(O)c2ncc(-c3ccccc3C)[nH]2)cc1 (centres undefined),-5,-12,3,1,·,-12,5,2
CC1(C)CSC(=S)N1S(=O)(=O)c1ccccc1,-3,-3,1,1,-10,·,-2,·
CCOc1ccc(CN2C(=O)c3ccccc3Sc3ccc(C(=O)NCCCN4CCOCC4)cc32)cc1,1,-12,0,2,-4,28,-1,·
CNC[C@H]1Oc2ccc(NC(=O)Nc3ccc(OC)cc3)cc2C(=O)N([C@H](C)CO)C[C@H]1C,-11,-3,5,·,7,-9,1,-9
Nc1scn[n+]1Cc1cccc2cccnc12,-3,-11,-1,0,-10,12,·,4
COc1ccc(Cl)cc1-c1cc(C(=O)Nc2ccc(F)cc2)[nH]n1,-7,-1,-5,-3,11,-14,-4,2
C[C@@H](NC(=O)C[C@H]1CC[C@@H](NC(=O)Cc2ccccn2)[C@@H](CO)O1)c1ccccc1,-3,-5,-2,1,7,-29,-42,-5
CC1Cc2cc(/C(O)=C3\C(=O)C(=O)N(Cc4ccncc4)C3c3ccccc3F)ccc2O1 (centres undefined),-12,-1,1,3,2,-18,-3,·
CC1CCCC(NC(=O)c2cccc(S(=O)(=O)NCc3ccccc3)c2)C1C (centres undefined),5,-1,-1,-2,-5,8,4,16
Cc1nc2ccccc2n1CC(=O)NN,6,-4,-2,4,·,6,·,-3
COc1cc(/C=N/NC(=O)c2cc(-c3ccccc3Cl)nc3ccccc23)cc(OC)c1O,-1,0,·,4,5,14,·,13
CCCCCCc1c(C)c2ccc(OCC(=O)N3CCC[C@H]3C(=O)O)c(C)c2oc1=O,7,9,·,·,-5,·,1,1
Cc1ccc(C(=O)Nc2ncc(Cc3ccc(SC(F)F)cc3)s2)cc1,-6,1,4,-7,0,44,6,35
CCOC(=O)c1cn(Cc2c(C)c(C)c(C)c(C)c2C)nn1,-6,1,-1,0,·,33,-19,12
COc1ccc(CN(C)C[C@H]2Oc3ccc(NC(=O)NC4CCCCC4)cc3C(=O)N([C@H](C)CO)C[C@H]2C)cc1,-15,-5,2,·,-1,0,0,0
O=[N+]([O-])c1ccc(CSc2nc3ccccc3[nH]2)cc1,-54,3,0,-11,-7,-150,2,-77
COc1ccc(NC(=S)NCCN2CCOCC2)cc1,12,-3,3,15,·,-2,·,2
CN(CC(=O)Nc1ccccc1Cl)C(=O)c1cccc(S(=O)(=O)N2CCN(c3ccccc3)CC2)c1,9,-3,0,·,4,18,0,17
